Screens from PubChem.
HCMV inh = qHTS Assay for inhibitors of the human cytomegalovirus (HCMV). HFF cells, HCMV-luciferase reporter, 72 h; hits give low values. activity change, negative = inhibition, % at 57.5 µM. actives 4.5% (n = 410,000). AID 1259415, 2018; in the data active = activity change below about -60%; inconclusive = no clear call, values can overlap the other calls; inactive = above about -39%
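Two compound doses tested in HFFs infected with HCMV-luciferase, MOI 1 PFU/cell, 72 h at 37C. Lysate luminescence read with OneGlo; data normalized against buffer-only and 10uM Salinomycin inhibitor controls.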
* marks the source's active call; other numbers are inactive results; u = inconclusive. % is scaled to controls: 0 for no effect and ±100 for the full control effect. This is a subset; the hit share may differ from the screen's.

Molecule,HCMV inh
CCN(c1ccc(OC)cc1)S(=O)(=O)N1CCCC(C(=O)NC(C)c2ccccc2)C1 (stereo unspecified),-7
COCCNC(=O)[C@@H]1[C@@H](CO)[C@@H]2Cn3c(cccc3=O)[C@H]1N2Cc1cccc(Cl)c1,-4
COc1ccc(NC(=O)C2CCCN2S(=O)(=O)c2ccc3c(c2)C(C)(C)C(=O)N3C)cc1 (stereo unspecified),18
O=C(Nc1ccccc1Cl)N[C@H]1CC[C@@]23CCCN2C(=O)CCC[C@H]3C1Cc1ccccc1 (stereo partly specified),-12
CC(C)N(c1cc(=O)nc2ccccn12)C(C)C,-7
CCOC(=O)N1CCN(C(=O)C[C@H]2C[C@@]3(C(=O)OC)C(=C[C@H](C4CCCC4)O[C@@H]3C)N(Cc3ccccc3)C2=O)CC1,0
CS(=O)(=O)Nc1cccc(Nc2nccc3[nH]c(-c4cccc(C(F)(F)F)c4)cc23)c1,-7
COC(=O)[C@]1(Cc2ccccc2)NC=C(C(=O)c2ccccc2)[C@@H]1c1cccc(OC)c1,8
C[C@H]1CN([C@@H](C)CO)C(=O)CCCn2cc(nn2)CO[C@@H]1CN(C)C(=O)c1ccc2ccn(C)c2c1,-7
COc1cccc(-c2csc3ncnc(Sc4nnnn4C)c23)c1,-99*
COc1ccc2c(c1)oc1c(SCc3nc4ccccc4[nH]3)nc(C)nc12,52
Cc1ccc(S(=O)(=O)N2C=CC(=O)CC2c2cccs2)cc1 (stereo unspecified),40
C=CCN1C[C@H](C)N(C(c2ccc(C(=O)N(CC)CC)cc2)c2cccc(OC)c2)CC1C (stereo partly specified),-65*
COC(=O)[C@]1(C#N)[C@H](C)C(=O)N(C(C)C)[C@@H]1c1ccc(OC)cc1,5
O=[N+]([O-])c1cc2c(ccc3occc32)o1,-73*
CC(=O)c1ccccc1NC(C(=O)NCc1ccccc1)C(C)C (stereo unspecified),-18
C[C@@H]1CN([C@H](C)CO)C(=O)CCCn2nncc2CO[C@H]1CN(C)C(=O)Nc1ccc2c(c1)OCCO2,44
CCCCCCCCN,-12
COc1cc2c(cc1[N+](=O)[O-])-c1ccc([N+](=O)[O-])cc1C2,-68*
C[C@@H]1CN([C@H](C)CO)C(=O)c2cc(Br)cnc2O[C@H]1CN(C)C(=O)c1ccc(F)cc1,-9
Cc1ccccc1CN1[C@@H](C)[C@H](c2ccccc2)Oc2cccc(N3CCCC(C)C3)c2S1(=O)=O (stereo partly specified),u
Cc1ccc2cccc(OC(=O)c3cccnc3Oc3ccccc3)c2n1,19
C=CCN=C1NC(c2ccc(C(F)(F)F)cc2)C(C(=O)OC)=C(C)N1C (stereo unspecified),u
CN1NC(=O)c2ccccc2NC1=S,-61*
COc1ccc(Nc2cc3[nH]c(-c4cccc(C(F)(F)F)c4)cc3cn2)cc1OC,-20
CCCNC(=O)c1nnc2n1CCN(C(=O)c1ccc(F)c(F)c1)C2,-4
CCOC(=O)C1=CCN(S(=O)(=O)c2ccc(Cl)cc2)C1c1ccc(Cl)c(Cl)c1 (stereo unspecified),-39
CCOC(=O)c1ccc(NC(=O)CN2CCCCC2)cc1,-3
Cc1[nH]c2ccccc2c1CC(=O)Nc1ccc(N(C)c2cccnc2)c(-c2cccc(Cl)c2)c1,0
CN(C)C(=O)c1ccc(-c2cc3c(Nc4cccc(Oc5ccccc5)c4)nccc3n2C)cc1,u

For convenience, four of the compounds above.
Molecule,HCMV inh
CN1NC(=O)c2ccccc2NC1=S,-61*
COc1ccc(Nc2cc3[nH]c(-c4cccc(C(F)(F)F)c4)cc3cn2)cc1OC,-20
CCCNC(=O)c1nnc2n1CCN(C(=O)c1ccc(F)c(F)c1)C2,-4
CCOC(=O)C1=CCN(S(=O)(=O)c2ccc(Cl)cc2)C1c1ccc(Cl)c(Cl)c1 (stereo unspecified),-39

Already shown: an excerpt of the list.
Molecule,HCMV inh
COc1ccc2c(c1)oc1c(SCc3nc4ccccc4[nH]3)nc(C)nc12,52
Cc1ccc(S(=O)(=O)N2C=CC(=O)CC2c2cccs2)cc1 (stereo unspecified),40
C=CCN1C[C@H](C)N(C(c2ccc(C(=O)N(CC)CC)cc2)c2cccc(OC)c2)CC1C (stereo partly specified),-65*
COC(=O)[C@]1(C#N)[C@H](C)C(=O)N(C(C)C)[C@@H]1c1ccc(OC)cc1,5
O=[N+]([O-])c1cc2c(ccc3occc32)o1,-73*
CC(=O)c1ccccc1NC(C(=O)NCc1ccccc1)C(C)C (stereo unspecified),-18
C[C@@H]1CN([C@H](C)CO)C(=O)CCCn2nncc2CO[C@H]1CN(C)C(=O)Nc1ccc2c(c1)OCCO2,44
CCCCCCCCN,-12
COc1cc2c(cc1[N+](=O)[O-])-c1ccc([N+](=O)[O-])cc1C2,-68*
C[C@@H]1CN([C@H](C)CO)C(=O)c2cc(Br)cnc2O[C@H]1CN(C)C(=O)c1ccc(F)cc1,-9
Cc1ccccc1CN1[C@@H](C)[C@H](c2ccccc2)Oc2cccc(N3CCCC(C)C3)c2S1(=O)=O (stereo partly specified),u
Cc1ccc2cccc(OC(=O)c3cccnc3Oc3ccccc3)c2n1,19
C=CCN=C1NC(c2ccc(C(F)(F)F)cc2)C(C(=O)OC)=C(C)N1C (stereo unspecified),u
CN1NC(=O)c2ccccc2NC1=S,-61*
COc1ccc(Nc2cc3[nH]c(-c4cccc(C(F)(F)F)c4)cc3cn2)cc1OC,-20
CCCNC(=O)c1nnc2n1CCN(C(=O)c1ccc(F)c(F)c1)C2,-4
CCOC(=O)C1=CCN(S(=O)(=O)c2ccc(Cl)cc2)C1c1ccc(Cl)c(Cl)c1 (stereo unspecified),-39
CCOC(=O)c1ccc(NC(=O)CN2CCCCC2)cc1,-3
Cc1[nH]c2ccccc2c1CC(=O)Nc1ccc(N(C)c2cccnc2)c(-c2cccc(Cl)c2)c1,0
CN(C)C(=O)c1ccc(-c2cc3c(Nc4cccc(Oc5ccccc5)c4)nccc3n2C)cc1,u

(list continues)
Molecule,HCMV inh
C[C@@H]1CN(S(=O)(=O)c2c(F)cccc2F)CCN1S(=O)(=O)c1ccc2c(c1)OCCO2,12
C=CCN=C1NC(c2ccc(Cl)cc2)C(C(=O)OC)=C(C)N1C (stereo unspecified),u
Cc1ccc(C(=O)N2CCn3c(nnc3C(=O)NCC3CC3)C2)cc1F,-9
C[C@@H]1CN(S(=O)(=O)C(C)(C)C)[C@H](CCO)/C1=C\CCO,16
COC(=O)Cn1cnc2c(NC(=O)c3ccccc3)ncnc21,10
CCN(C)C(=O)c1coc(N2CCN(Cc3cccc(F)c3)C2=O)n1,-11
CCS(=O)(=O)N1CC2(CN(C(=O)Nc3c(C)noc3C)[C@@H](CO)c3[nH]c4cc(OC)ccc4c32)C1,-8
O=C1Nc2cc(Cl)ccc2Nc2cscc21,u
COc1cccc(-c2nc(-c3ccc(C(=O)O)cc3)no2)c1,109
C#CCN1CC(COc2ccccc2)Oc2cccc(Oc3ccc(OC)cc3)c2S1(=O)=O (stereo unspecified),-20
CC(C)N1C(=O)C[C@H](S(=O)(=O)c2ccccc2)[C@H]1c1ccccc1,32
CCCCOCC1CN(CCCC)S(=O)(=O)c2c(NCc3cc(OC)c(OC)c(OC)c3)cccc2O1 (stereo unspecified),-11
COc1ccc(S[C@]2(C(=O)N3CCCC3)CC(=O)N(c3ccccc3)[C@@H]2c2ccc(OC)cc2)cc1,-25
Oc1cc(Cl)c(Cl)cc1Cl,13
O=C1CCC[C@H]2[C@@H](Cc3ccccc3)[C@@H](NS(=O)(=O)c3ccc4ccccc4c3)CC[C@]23CCCN13,3
CC(=O)Nc1cccc(Nc2cc3c(cn2)cc(-c2cnn(C)c2)n3Cc2ccccc2)c1,-32
CC(C)(C)Oc1ccccc1Nc1nc(NCCO)nc(N2CCCC2)n1,1
Cc1cc2nc(-c3ccccc3)c(-c3c(F)cc(F)cc3F)nc2cc1C,-14
O=S1(=O)N[C@@H](Cc2ccccc2)COc2cccc(NCCO)c21,-17
C[C@H]1CN([C@@H](C)CO)C(=O)CCCn2cc(nn2)CO[C@@H]1CN(C)S(=O)(=O)c1cn(C)cn1,11
CCOC(=O)[C@@H]1CSCCS(=O)(=O)N1C(=O)[C@H](CCSC)NC(=O)OC(C)(C)C,8
C[C@@H]1CN([C@@H](C)CO)C(=O)c2ccccc2-c2ccccc2CO[C@@H]1CN(C)Cc1ccc(Cl)c(Cl)c1,-3
Cc1ccc(C2=CC(=O)CC(C)(C)C2=O)cc1,-18
C[N+]1=CC2=c3c1c(O)c1c(c3=NCC2)C2(C=C(Br)C(=O)C(Br)=C2)CCN1,-102*
O=S(=O)(N1CC[C@@]23C1=CC=C[C@@H]2N(S(=O)(=O)C(F)(F)F)c1ccccc13)C(F)(F)F,35
CC(=O)OCC(O)C1(O)CCC2C3CCC4=CC(=O)CCC4(C)C3C(O)CC21C (stereo unspecified),79
CN(CC#CCN1CCCC1)C(=O)c1cccc(Cl)c1,3
CC1(C)c2[nH]c3ccccc3c2C[C@@H]2C(=O)N(Cc3ccccc3F)C(=O)N21,19
Cc1cccc(Cl)c1NC(=O)NCCCN1CCOCC1,9
Cc1cc2c(nc1C)CCCN2Cc1ccc(Br)cc1,u
Cn1cc(Cc2ccc(C(=O)N3CCN(Cc4ccccc4)CC3)cn2)c2ccccc21,-3
CCOC(=O)c1cccn1C1C(=O)N(Cc2ccc(OC)cc2)c2ccccc21 (stereo unspecified),-27
CCCCCCCCN1C(=O)[C@@H](CC(=O)NCc2ccc(OC)c(OC)c2)C[C@@]2(C(=O)OC)C1=C[C@H](C(C)(C)C)O[C@@H]2C,120
Cc1cc(Br)cn2c(Cc3cccc(F)c3)c(-c3cccc(Cl)c3)nc12,22
CCOC(=O)CCNC(=O)C1=CN2CCN(Cc3c(C)noc3C)C(=O)N=C2O1,-4
COc1ccc(Oc2cccc3c2S(=O)(=O)N(C2CC2)C[C@@H](COCc2ccccc2)O3)cc1,u
Oc1cc(O)cc(O)c1,-1
O=C(O)c1ccc(-c2noc(-c3cccc(F)c3)n2)cc1,18
C[C@H](CO)N1C[C@H](C)[C@H](CN(C)Cc2ccc(F)cc2)Oc2ncc(Br)cc2C1=O,0
O=C(NCCc1ccncc1)[C@@H]1[C@@H](CO)[C@@H]2Cn3c(ccc(-c4ccccc4)c3=O)[C@@H]2N1C(=O)C1CC1,9
C[C@H]1CN([C@@H](C)CO)C(=O)CCCn2cc(nn2)CO[C@@H]1CN(C)S(=O)(=O)c1ccc(F)cc1,-9
CC#CC(=O)N[C@H]1CC[C@@]23CCCN2C(=O)CCC[C@H]3[C@H]1Cc1ccccc1,-14
CCOC(=O)C1=C(C(=O)OCC)C2N(Cc3ccc(C#N)cc3)c3ccccc3[C@@]23C[C@@H](C(=O)OC)N(S(=O)(=O)c2ccc(OC)cc2)C3=N1 (stereo partly specified),-4
NC1=NC2(CS1)CSC(N)=N2,34
C#Cc1ccc(-n2nc3ccccc3c2OC)cc1,25
COc1cccc(NC(=O)N[C@H]2CC[C@@]34CCCN3C(=O)CCC[C@H]4C2Cc2ccccc2)c1 (stereo partly specified),-4
Cc1cccc2ccccc12,-8
O=C(Nc1cccc2ccccc12)OC[C@@H]1CSCCS(=O)(=O)N1,2
O=C1CCN(S(=O)(=O)c2ccc(F)cc2)C(c2ccccc2)C1 (stereo unspecified),u
COc1ccc(OC)c(CCNc2nc3cnc(-c4ccccc4Oc4ccccc4)cc3n2C)c1,-15
CCN(C)C(=O)C1=COC2=NC(=O)N(Cc3ccccc3)CCN12,-3
Cc1nnc(-n2cccc2)s1,-40
CCOc1ccc(N2C(=O)C(c3nnnn3Cc3ccccc3)N(CCOC)C2=O)cc1 (stereo unspecified),-21
COc1ccc2c(c1)[C@@]13CCCCC1[C@@H](C2)NCC3 (stereo partly specified),u
